Screening results as filed in PubChem.
L3MBTL1 block: blocks human L3MBTL1; Q9Y468; AlphaScreen L3MBTL1–H3K9me1 peptide binding; Potency, µM (highest dose often 57.1 µM), without a hit: top-dose activity, negative = inhibition, usual class: inhibitors; 230,000 tested, 0.66% active; AID 485360; active means well fitted inhibition curve with a large enough effect; inconclusive means small, poorly fitted or top-dose-only effect; inactive means no such curve, though single readings can be large or run the other way; further: nearly all actives have a fitted effect of over 60% in size
Target sequence (Q9Y468 whole entry, looked up): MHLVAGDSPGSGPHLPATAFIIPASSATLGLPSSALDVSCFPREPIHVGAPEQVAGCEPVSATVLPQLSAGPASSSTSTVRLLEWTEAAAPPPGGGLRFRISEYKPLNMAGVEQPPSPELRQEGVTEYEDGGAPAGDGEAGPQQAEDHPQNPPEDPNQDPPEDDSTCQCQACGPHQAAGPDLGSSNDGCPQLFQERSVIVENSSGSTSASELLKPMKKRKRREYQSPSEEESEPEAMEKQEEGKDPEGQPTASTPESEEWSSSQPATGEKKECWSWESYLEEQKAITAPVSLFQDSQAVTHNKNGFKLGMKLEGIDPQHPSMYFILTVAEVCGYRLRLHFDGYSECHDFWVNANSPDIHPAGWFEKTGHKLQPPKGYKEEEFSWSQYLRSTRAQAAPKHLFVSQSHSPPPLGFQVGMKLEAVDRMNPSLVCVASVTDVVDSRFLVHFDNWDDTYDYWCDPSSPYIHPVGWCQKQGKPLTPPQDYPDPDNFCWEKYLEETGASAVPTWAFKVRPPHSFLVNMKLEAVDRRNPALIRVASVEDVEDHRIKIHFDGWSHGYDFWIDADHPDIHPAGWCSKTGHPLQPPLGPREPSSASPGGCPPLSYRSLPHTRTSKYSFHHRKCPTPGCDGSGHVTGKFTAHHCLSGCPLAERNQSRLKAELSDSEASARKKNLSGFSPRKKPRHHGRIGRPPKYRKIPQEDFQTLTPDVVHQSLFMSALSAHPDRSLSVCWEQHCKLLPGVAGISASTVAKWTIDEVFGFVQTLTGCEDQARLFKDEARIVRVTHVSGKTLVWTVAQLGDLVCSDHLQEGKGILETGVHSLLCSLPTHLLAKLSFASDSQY
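First, the protein-peptide complex forms for 30 min at room temperature (L3MBTL1 50 nM, biotinylated H3K9me1 peptide 75 nM). Next, compounds are pin-transferred and incubated 30 min. Finally, AlphaScreen beads are added and read after 30 min.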
* marks the source's active call; other numbers are inactive results; ? = inconclusive; [ ] = another dose, or the depositor's remark. On the % scale 0 is the no-effect control and ±100 the full control effect; potency means the concentration at half of the fitted maximal effect.

structure,L3MBTL1 block
COc1cc(/C(C)=C/c2ccccc2)c2c(c1)oc1ccccc12,31%[activator]
CCN(CC(=O)Nc1ccc(OC)cc1)C(=O)c1ccc(Cl)c(S(=O)(=O)N2CCCC2)c1,3%
O=C(Cc1cccs1)Nc1ccc(Cl)c(S(=O)(=O)N2CCOCC2)c1,2%
CC1CN(C(=O)CSc2nc(N)cc(N)n2)CC(C)O1 (stereo not drawn),2%
CCN(C(=O)CSc1nnnn1C)C1CCS(=O)(=O)C1 (stereo not drawn),9%
CCOc1ccccc1OCCCNCc1ccccc1,1%
Nc1c(C(=O)CSc2nnc(N3CCOCC3)n2-c2cccc(F)c2)c(=O)[nH]c(=O)n1C1CC1,6%
Cc1ccc(C(=O)CCC(=O)OCC(=O)Nc2c(C)nn(-c3ccccc3)c2C)cc1,5%
NC(=O)CC(NC(=O)c1ccc(Br)cc1)c1ccc(N2CCC(Cc3ccccc3)CC2)c([N+](=O)[O-])c1 (stereo not drawn),-14%
CC(OC(=O)CCN=C1NS(=O)(=O)c2ccccc21)C(=O)Nc1ccc(S(N)(=O)=O)cc1 (stereo not drawn),-1%
CC(Oc1ccc2c(-c3ccccc3)cc(=O)oc2c1)C(=O)N1CCOCC1 (stereo not drawn),4%
CCNC(=O)C(=O)Nc1ccc2c(c1)N(S(=O)(=O)c1cccs1)CCC2,-3%
O=C(CC1OC(=O)c2ccccc21)Nc1cc(Cl)ccc1N1CCCC1 (stereo not drawn),4%
C=CCSc1ccccc1C(=O)Nc1ncn[nH]1,-16%
Cn1nc(C(=O)NCC(=O)Nc2ccc(F)c(F)c2F)c2ccccc2c1=O,-8%
CC(C)[C@H]1COCCS(=O)(=O)N1Cc1ccc(Cl)cc1,5%
COc1ccc(C(=O)N/C(=C\c2ccccc2)C(=O)Nc2cccc(C(=O)O)c2)cc1,1%
CCCCOc1ccc(C2C(C(=O)c3cccs3)=C(O)C(=O)N2CCN2CCOCC2)cc1 (stereo not drawn),4%
O=C(NCCCN1CCCC1=O)C(=O)Nc1cccc(F)c1,-1%
O=[N+]([O-])c1ccc(-c2csc(N3CCCCCC3)n2)cc1,4%
CN(CC(=O)Nc1ccccc1C(=O)NC1CC1)Cc1cccs1,4%
O=C(COc1ccc(F)cc1)Nc1cc(S(=O)(=O)N2CCCCC2)ccc1N1CCCCC1,-5%
Cc1ccc(NC(=O)Cn2c(=O)cnc3ccccc32)cc1S(=O)(=O)N1CCOCC1,-1%
O=S(=O)(NCC(c1ccco1)N1CCCCC1)c1ccccc1C(F)(F)F (stereo not drawn),4%
O=C(Cn1cc(C(F)(F)F)cc(Cl)c1=O)NCC1COc2ccccc2O1 (stereo not drawn),5%
COc1ccccc1NC(=O)C1C2C=CC(C2)C1C(=O)NCc1cccnc1 (stereo not drawn),-3%
C=CCn1c(SCC(=O)NCc2ccco2)nnc1C1CCCCC1,9%
CC1CCC(NC(=O)c2cccc(S(=O)(=O)NCc3ccccc3)c2)CC1 (stereo not drawn),1%
O=C(c1cc(S(=O)(=O)N2CCOCC2)ccc1F)N1CCc2ccccc21,1%
Cc1ccccc1N1CC(C(=O)Nc2ccncc2)CC1=O (stereo not drawn),0%
CCN1N=C(c2ccccc2)CCC1=O,-2%[2.29 µM]
O=C(CSc1nc(=O)n2ccccc2n1)NC1CCCCC1,-2%
CCOC(OCC)c1cn(Cc2ccc(C(=O)c3ccccc3)cc2)nn1,1%
COc1ccc(N(C)S(=O)(=O)c2cccc(C(=O)OCC(=O)N3CC(C)CC(C)C3)c2)cc1 (stereo not drawn),3%
COc1ccc(CNC(=O)C(C)OC(=O)CCN2C(=O)C3CC=CCC3C2=O)cc1 (stereo not drawn),1%
CC(=O)Nc1ccc(NC(=O)C(C)OC(=O)CSCc2cccc(Cl)c2)cc1 (stereo not drawn),2%
CCCN(CC(=O)Nc1ccccc1C)C(=O)CCNC(=O)c1ccccc1Cl,-5%
CC(=O)c1ccccc1NC(=O)COC(=O)/C=C/c1ccc(OC(F)F)cc1,-12%
CN1CCN(S(=O)(=O)c2cccc(C(=O)Nc3sccc3C(N)=O)c2)CC1,-8%
CCCc1cc(=O)[nH]c(SCC(=O)N(CC)c2c(N)n(Cc3ccccc3)c(=O)[nH]c2=O)n1,-6%
COc1ccccc1C(C)NC(=O)c1ccc(NC(=O)CC2SC(N3CCCC3)=NC2=O)cc1 (stereo not drawn),-3%
COc1cccc(C(=O)Oc2ccc(/C=N/Nc3ccc(C(=O)O)cc3)cc2OC)c1,-22%
CC1=NN(C(N)=S)C(=O)C1N=Nc1ccccc1C(=O)O (stereo not drawn),-1%
CC[C@@H](C)[C@@H]1CN([C@@H](CN2CCC[C@H]2CN2C(N)=NC[C@@H]2Cc2ccccc2)C(C)C)C(=N)N1CCCC1CCCC1,0%
COc1ccc(NC(=O)CN(C)C(=O)Cc2ccc(S(=O)(=O)N3CCOCC3)s2)cc1,-16%
CC1CCC(=O)N(CCSc2ccccc2)CC1 (stereo not drawn),0%
CC(=O)c1ccc(COC(=O)c2cc3ccccc3oc2=O)cc1,-8%
COc1ccc(CN2CCN(C(=O)c3cc(C4CC4)nn3-c3ccccc3)CC2)cc1F,-11%
CCCC(=O)Nc1cc(C)cn(Cc2c(F)cccc2Cl)c1=O,0%
O=C(C1CC1)N1N=C(c2ccccc2)CC1(O)C(F)(F)F (stereo not drawn),4%
CN1C(=O)N(CC(=O)N2CCN(S(=O)(=O)/C=C/c3ccccc3)CC2)C(=O)C12CCCCC2,-3%
O=C(CSc1ccc(Cl)cc1)NNC(=O)c1ccncc1,7%
COc1cc(CNCc2ccncc2)cc(OC)c1OC,-1%[2.29 µM]
CN(CC(=O)Nc1ccc(F)c(F)c1F)C(=O)c1ccc(-n2cncn2)c([N+](=O)[O-])c1,3%
COc1cccc(CC(=O)OCC(=O)NC2CCCC2)c1,2%
Cc1ccc2nc(CCl)[n+]([O-])c(-c3ccccc3)c2c1,7%
O=C(Nc1ccc2c(c1)OCO2)c1ccccn1,-3%
Cc1ccc(C(=O)Nc2ccc(S(=O)(=O)NC3=NCCCCC3)cc2)cc1S(=O)(=O)N1CCOCC1,1%
CC(=NNC(=O)Cn1ccc(C(F)(F)F)n1)c1ccc(-n2ccnc2)cc1,-3%
CCC(=O)c1ccc(OCC(=O)Nc2ccccc2N2CCOCC2)cc1,32%[activator]

Continuation:
structure,L3MBTL1 block
CC1CCCN(S(=O)(=O)CCNC(=O)c2ccc3c(c2)OCO3)C1 (stereo not drawn),7%
S=c1[nH]nc(-c2ccccc2Br)n1Cc1ccccc1,15%
COc1ccc(C(=O)Nc2ccc(N3CCOCC3)cc2)cc1S(=O)(=O)N1CCCC1,-7%
O=[N+]([O-])c1ccc2ncnc(N3CCN(Cc4ccc5c(c4)OCO5)CC3)c2c1,-8%
COc1ccc(CN2CCC(=O)N([C@H](CO)Cc3ccccc3)CC2)cc1,2%
CCN(c1ccccc1)S(=O)(=O)c1cccc(C(=O)NCc2ccccc2CN2CCOCC2)c1,0%
Cc1cccc(NS(=O)(=O)c2ccc(C)c(C(=O)NCCCN3CCOCC3)c2)c1,-4%
O=C(Nc1ccc(F)cc1)c1ccc(CN2CCc3ccccc3C2)cc1,9%
COCCn1c(C)cc(C(=O)COC(=O)/C=C/c2ccc(OC)cc2OC)c1C,-7%
COc1ccc(Cl)c2sc(N(CCN(C)C)C(=O)CCS(=O)(=O)c3ccc(C)cc3)nc12,0%
O=C1C=C(c2cccc(O)c2)C[C@@H](c2ccc(F)cc2)C1,-6%
COc1cc(-c2ccc3oc(-c4ccsc4)cc(=O)c3c2)cc(OC)c1OC,-4%
CC(=O)Nc1ccc(S(=O)(=O)N(CC(=O)NC2CC2)Cc2ccccc2)cc1,8%
Cc1ccc2nc(-c3cccc(SC4CCCCC4)c3)c(NC3CCCCC3)n2c1,-3%
O=C(NN1C(=O)/C(=C/c2ccc(O)c(O)c2)SC1=S)c1ccccc1,?
COc1ccccc1N1CCN(CC(=O)Nc2nc(C)c(C(=O)N(C)C)s2)CC1,-8%
CC[C@@]12C(=O)N(c3ccc(OC)cc3)C(=O)N1[C@H](c1ccc(Cl)cc1)[C@@H]1C(=O)N(C3CCCCC3)C(=O)[C@@H]12,-4%
Cc1cc(C(=O)COC(=O)c2ccc(NC(=O)CC#N)cc2)c(C)n1-c1ccc(OC(F)F)cc1,-3%
CCOc1ccc(C(=O)N(CC)CC(=O)Nc2ccc3c(c2)OCCO3)cc1,7%
CCN(C(=O)c1cccc(S(=O)(=O)N2CCc3ccccc32)c1)C1CCS(=O)(=O)C1 (stereo not drawn),2%
O=[N+]([O-])c1c(Nc2ccccc2O)cc(Cl)c2nonc12,?
CCN(CC(=O)Nc1c(F)cccc1F)C(=O)CCNS(=O)(=O)c1ccccc1C(F)(F)F,1%
CC(=O)c1c(Cl)nc2cccc3c2c1-c1ccccc1C3=O,-1%
COc1cc(F)c(C2=CC(=O)C[C@H](c3ccc4c(c3)OCO4)C2)cc1F,4%
CSCCC(NC(=O)c1ccco1)C(=O)N1CCN(Cc2ccccc2)CC1 (stereo not drawn),-11%
CC1(c2ccccc2)NC(=O)N(CC(=O)NNC(=O)c2ccccc2F)C1=O (stereo not drawn),-8%
Cc1cccc(C(=O)Nc2ccc(S(=O)(=O)Nc3nc(C)cc(C)n3)cc2)c1,10%
CCSc1nnc(SCC(=O)NC2CCCCC2)s1,7%
CC1CC(C)CN(C(=O)C(C)N2CCN(S(=O)(=O)c3ccccc3F)CC2)C1 (stereo not drawn),5%
COc1ccc(OC)c(NC(=O)COC(=O)CN2C(=O)NC3(CCCC3)C2=O)c1,1%
CCOC(=O)[C@H]1[C@H]2COc3ccc(Br)cc3[C@@H]2N2C(=O)c3ccc(Cl)cc3NC(=O)[C@@]12C,7%
CCCc1cc(=O)oc2cc(OCC(=O)NCC3CCC(C(=O)O)CC3)ccc12 (stereo not drawn),4%
CCNC(=O)COC(=O)C1CCN(S(=O)(=O)c2ccc3c(c2)OCCO3)CC1,-2%
CC(=O)c1c(C)[nH]c(C(=O)OCC(=O)Nc2c(C)n(C)n(-c3ccccc3)c2=O)c1C,-1%
COc1ccc(CN2CCN(C(=O)C3CCN(C(=O)Nc4ccccc4)CC3)CC2)cc1OC,1%
CCN(C(=O)c1cc2c(s1)-c1ccccc1S(=O)(=O)C2)c1cc(OC)ccc1OC,?
N#Cc1ccccc1NC(=O)C(=O)NCC1CCCN1S(=O)(=O)c1cccs1 (stereo not drawn),3%
Cc1ccc(C)c(N2CCN(C(=O)Cn3ncn4cccc4c3=O)CC2)c1,-6%
COC(=O)[C@]1(C)N[C@H](c2ccc(SC3CCCCC3)c(OC)c2)[C@@H]2C(=O)N(C)C(=O)[C@@H]21,-5%
Cc1ccccc1NC(=O)CSc1nc2ccccc2c(=O)n1C,-1%
CCOC(=O)c1ccc(NC(=O)c2c(Cl)cc(C)nc2C)cc1,3%
Cc1ccc(Cn2c(SCC(=O)N(C)C3CCS(=O)(=O)C3)nc3ccccc3c2=O)cc1 (stereo not drawn),0%
COc1ccc(S(=O)(=O)N2CCCCC2)cc1NC(=O)CCCOc1ccc(C)cc1,-2%
CCC(C(=O)NCCCN1CCN(CCCNC(=O)C(CC)c2ccccc2)CC1)c1ccccc1 (stereo not drawn),-6%
NS(=O)(=O)c1ccc(CCNC(=O)COC(=O)C2COc3ccccc3O2)cc1 (stereo not drawn),5%
O=C(OCc1nnc(-c2ccc([N+](=O)[O-])cc2)o1)C1CCN(C(=O)c2ccc(F)cc2)CC1,-8%

The list is partial; rates above refer to the full screens.
